# High-throughput results (PubChem BioAssay)
# Vif inh = inhibitors of HIV Vif | inhibition, % at 7.49 µM | HEK293T cells, Vif self-association by quenched fluorescence, imaging, 24 h | 340,000 tested, 0.35% active; in the data active = inhibition above about 50%, passing the limit was not always enough; note: some results filed as inactive read as strong as hits
# aDG glyco act = alpha-DG glycosylation activation | Pro5-aDG cells, alpha-DG glycosylation AlphaScreen (IIH6); 0% Pro5, 100% B10-LARGE cell signal | AID 624168 | activation, % at 10 µM | 360,000 tested, 0.22% active;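 active = activation of at least 8% versus controls, or a plate z-score of at least 8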;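 note: Pro5 are CHO cells carrying HIG-tagged alpha-DG that lacks glycosylation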
# Exocytosis inh = blocks lytic granule exocytosis. TALL-104 LAMP-1 surface exposure, flow cytometry; cells stimulated with thapsigargin and PMA. inhibition, % at 10 µM. 360,000 tested, 0.66% active. AID 651702;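 active = inhibition above about 55%, limit read from the data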
# HTR2A ag = activates the mouse 5-HT2A serotonin receptor; AID 624169; 360,000 tested, 0.66% active; CHO-K1 mHTR2A beta-arrestin complementation, luminescence; percent of 30 µM serotonin response; activation, % at 7.6 µM;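 active = activation above a run cutoff, the mean activation of all tested compounds plus 3 SD, cut at about 14% in these data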;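 note: 0% = plate median of compound wells and 100% = 30 µM serotonin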
# Target sequence (P35363 whole entry, looked up): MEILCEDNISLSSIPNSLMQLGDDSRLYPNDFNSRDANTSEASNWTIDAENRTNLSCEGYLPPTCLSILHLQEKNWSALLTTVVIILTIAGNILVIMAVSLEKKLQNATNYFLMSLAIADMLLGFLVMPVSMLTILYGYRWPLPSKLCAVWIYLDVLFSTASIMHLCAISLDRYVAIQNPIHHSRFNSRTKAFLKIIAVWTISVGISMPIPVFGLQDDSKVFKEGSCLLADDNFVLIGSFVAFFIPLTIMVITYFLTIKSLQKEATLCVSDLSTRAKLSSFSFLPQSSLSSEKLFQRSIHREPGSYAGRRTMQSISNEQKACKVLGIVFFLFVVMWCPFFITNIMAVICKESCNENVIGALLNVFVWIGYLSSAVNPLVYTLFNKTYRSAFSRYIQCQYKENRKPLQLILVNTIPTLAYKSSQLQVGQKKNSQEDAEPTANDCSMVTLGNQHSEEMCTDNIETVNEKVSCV
# hiPSC survival = increases survival of single human iPS cells; 360,000 tested, 0.044% active; survival enhancement, % at 20 µM; hiPSC single-cell survival, ATPlite luminescence; 100% = ROCK inhibitor wells, 0% = DMSO; AID 602274; in the data active = survival enhancement above about 18%;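 note: cells exposed to compounds for 16 hours before the ATP read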
# Glyco luc inh = N-linked glycosylation inhibition; 360,000 tested, 0.23% active; AID 588692; reporter increase, % at 12.5 µM; D54 ERlucT glycosylation luciferase reporter, 24 h; percent of 100 nM tunicamycin response;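 active = mean luciferase reporter signal, scaled so untreated is 0 and the glycosylation-blocking control 100, at or above a set limit in every replicate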;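 note: luciferase carries N-glycosylation sites so blocking glycosylation raises the light; 0% = median of neutral control wells and 100% = median of 100 nM tunicamycin wells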
# H9c2 protect = myocardial damage modulation in H9c2 cells. H9c2 cardiomyocytes, H2O2 injury protection, ATPLite, 2 h. protection from H2O2 cell death, % at 20 µM. 360,000 tested, 0.63% active;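 active = compounds giving at least 50% protection of heart cells from peroxide-induced death in the single-dose screen, raw or plate-pattern-corrected value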;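 note: 0% = DMSO wells with peroxide and 100% = DMSO wells without peroxide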
# CaV13 FRET inh = Disruptors of the CACNA1D IQ motif to Ca2+-dependent inactivation inhibitor domain association, primary screening, Förster resonance energy transfer in intact living …. 340,000 tested, 0.098% active. inhibition, % at 12.3 µM. HEK cells, CFP/YFP FRET ICDI-IQ, plate reader, 10 min; percent FRET-ratio fall versus neutral wells;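 active = mean replicate inhibition of at least 30% and at least 1% of replicates passing that level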;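 note: 0% = median of the neutral control wells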
# PDI inh = PDI (human) enzyme inhibition; inhibition, % at 10 µM; 350,000 tested, 0.052% active; P07237; PDI insulin aggregation turbidity, A650, 90 min;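 active = mean inhibition across replicates of 30% or more, whatever share of single replicates reach that level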;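 note: absorbance from insulin aggregation driven by PDI reduction with DTT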
# Target sequence (P07237 whole entry, looked up): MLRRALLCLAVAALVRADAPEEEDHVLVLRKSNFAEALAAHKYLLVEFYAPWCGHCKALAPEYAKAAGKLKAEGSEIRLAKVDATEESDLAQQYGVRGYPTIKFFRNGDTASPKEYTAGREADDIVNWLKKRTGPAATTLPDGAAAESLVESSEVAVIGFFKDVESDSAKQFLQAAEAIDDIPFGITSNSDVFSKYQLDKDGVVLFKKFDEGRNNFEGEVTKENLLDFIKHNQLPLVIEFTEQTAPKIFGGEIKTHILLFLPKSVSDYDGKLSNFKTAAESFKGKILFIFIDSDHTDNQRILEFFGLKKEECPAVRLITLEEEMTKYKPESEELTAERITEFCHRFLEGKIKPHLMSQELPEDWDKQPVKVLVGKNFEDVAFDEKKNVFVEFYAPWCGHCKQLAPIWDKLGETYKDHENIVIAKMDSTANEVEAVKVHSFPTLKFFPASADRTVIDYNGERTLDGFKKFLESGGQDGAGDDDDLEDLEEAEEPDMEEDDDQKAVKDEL
# ABCB6 inh MLPCN = blocks the human ABCB6 transporter | 360,000 tested, 0.19% active | Q9NP58 | K562-ABCB6 porphyrin accumulation, flow cytometry, 1 h; hits give low values | fluorescence ratio to DMSO, % at 10 µM;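 active = fluorescence ratio to DMSO below 75%, the collection mean minus 3 SD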;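 note: signal is porphyrin accumulated inside mitochondria; 100% equals median channel fluorescence of DMSO control wells; lower ratio means ABCB6 inhibition with less porphyrin fluorescence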
# The depositor's hits bear a star; . = no result given.
SMILES,Vif inh,aDG glyco act,Exocytosis inh,HTR2A ag,hiPSC survival,Glyco luc inh,H9c2 protect,CaV13 FRET inh,PDI inh,ABCB6 inh MLPCN
CN1C(=O)c2ccccc2C(C(=O)NCC2CCCO2)C1c1c[nH]c2ccccc12 (centres undefined),11,-0.2,6,-1,0.2,2,4,.,12,94
Cc1ccc(C)c(NC(=S)N(C)CCO)c1,-19,-0.2,0,1,0.0,1,-3,-6,-1,93
CCCc1n[nH]c(=O)c2c1nnn2Cc1ccccc1F,.,0.3,-7,0,0.9,-3,0,-4,1,100
C/C(=N\Nc1ccc2nncn2n1)c1ccc(Cl)s1,-12,0.3,-4,-8,0.1,2,11,-3,-2,101
COc1ccc(NC(=O)COC(=O)CCc2cc(OC)c(OC)c(OC)c2)c([N+](=O)[O-])c1,-10,-0.1,4,8,-0.1,-1,-2,-3,3,94
O=C(NCCCCc1ccccc1)c1cccc(NC(=O)C2CCC2)c1,-7,-0.1,-6,0,-0.7,-5,-2,.,3,100
CNS(=O)(=O)c1ccc(N=Cc2c(C)[nH]n(-c3ccc(C)cc3C)c2=O)cc1,-2,-0.2,0,2,-0.1,1,10,-2,4,85
CC(=O)Nc1ccc(S(=O)(=O)N2c3ccc(F)cc3CCC2C)cc1 (centres undefined),0,-0.1,0,-1,-0.6,13,-3,-2,1,96
O=C(c1ccco1)N(c1ccccn1)c1ccccn1,10,0.0,2,1,0.7,1,10,-5,-3,98
COc1cc2[nH]c(Cl)c([N+](=O)[O-])c2cc1OC,5,0.1,-2,4,-0.3,2,3,-4,3,100
O=C(NNc1nccc(C(F)(F)F)n1)Nc1cccc(Cl)c1,0,0.1,-10,11,-0.6,3,-5,.,1,95
Cc1ccc(CNc2ncnc3c2cnn3C2CCCCO2)cc1 (centres undefined),13,0.1,-8,2,3.8,1,2,-9,3,93
CCOC(=O)CN1C(=O)C(C)(C)Oc2ccc(C(=O)NC(C)(C)CC)cc21,8,0.0,-1,3,3.7,-1,6,-4,-4,92
COc1ccc(NS(=O)(=O)c2ccc(NC(=O)c3ccc(CN4CCOCC4)cc3)cc2)cc1,-29,1.0,0,5,-0.6,-3,-20,-4,-3,86
CCN1C(=O)[C@@H]2[C@@H](c3ccc(-c4ccc(C(C)=O)cc4)cc3)N3CCC[C@@]3(C(=O)OC)[C@@H]2C1=O,-1,0.1,-10,6,1.1,-1,4,-9,7,95
CCOc1ccc(Nc2nc(Nc3ccc(O)cc3)nc(C)c2[N+](=O)[O-])cc1,4,0.0,6,2,1.4,0,-7,-2,-2,91
Cc1csc(NC(=O)c2cccnc2Cl)n1,0,0.1,1,2,0.0,-1,-1,4,3,102
C=CCn1c(NCc2ccc(N(C)C)cc2)nc2ccccc21,14,0.7,-2,0,-3.0,-2,-3,-5,-2,107
O=c1[nH]c2cc3c(cc2cc1CN(Cc1nnnn1C1CCCC1)C1CCCC1)OCCO3,4,0.0,-2,4,-1.3,-1,11,-9,5,100
CCC(C)(C)NC(=O)CN(C(=O)c1csnn1)c1cccc2c1CCCC2,3,0.0,-2,2,-1.5,0,-10,9,4,94

# Overlap with the part before: 2 compounds; new compounds follow.
SMILES,Vif inh,aDG glyco act,Exocytosis inh,HTR2A ag,hiPSC survival,Glyco luc inh,H9c2 protect,CaV13 FRET inh,PDI inh,ABCB6 inh MLPCN
O=c1[nH]c2cc3c(cc2cc1CN(Cc1nnnn1C1CCCC1)C1CCCC1)OCCO3,4,0.0,-2,4,-1.3,-1,11,-9,5,100
CCC(C)(C)NC(=O)CN(C(=O)c1csnn1)c1cccc2c1CCCC2,3,0.0,-2,2,-1.5,0,-10,9,4,94
O=C(c1ccco1)N1CCN(c2cc(=O)n(C3CCCCC3)c(=O)[nH]2)CC1,-1,0.2,-6,3,6.6,1,7,-5,-5,108
CCOc1ccc(C2C(C(=O)Nc3ccc(F)cc3)=C(C)Nc3nc(CCCO)nn32)cc1 (centres undefined),5,0.0,0,1,-0.8,0,-2,-5,.,103
CCOC(=O)C1=C(C)NC(=S)NC1c1ccc(OCC(=O)N2CCCCCC2)c(OC)c1 (centres undefined),-4,-0.1,10,-3,-0.1,-2,11,-2,-5,97
O=C1C2C3C=CC(CC3)C2C(=O)N1c1ccc2c(c1)OCO2 (centres undefined),1,0.0,0,14,0.4,-2,-2,.,11,100
O=C(NC1CCCCCC1)c1c(F)c(F)c(F)c(F)c1F,25,1.7,6,4,-0.8,-4,-11,-4,-4,102
O=S(=O)(Nc1nc2ccccc2nc1N1CCN(c2ccccc2F)CC1)c1ccc(Cl)cc1,-13,0.1,13,4,4.9,1,-13,-5,3,103
COc1cccc(NC(=O)CN(C)C(=O)c2cc(CN3C(=O)c4ccccc4C3=O)ccc2OC)c1,0,1.9,-2,-7,1.0,1,6,-5,0,103
CS(=O)(=O)N(CC(=O)Nc1ccc2c(c1)OCO2)c1ccccc1,-3,0.0,-1,-6,-1.6,2,-1,-4,-6,104
CCCCCCCCN1C(=O)[C@H](CC(=O)NCCCCc2ccccc2)C[C@@]2(C(=O)OC)CCCCC=C12,.,0.1,15,0,0.4,.,.,-2,.,95
Cc1ccc(NC(=O)N/C=C/c2ccco2)cc1,12,0.0,-1,1,3.1,-1,0,-4,4,94
Cc1nnc(-c2cnn(-c3ccccc3)c2N)n1Cc1cccc(C(F)(F)F)c1,-4,-0.3,1,-1,-3.4,-1,2,-5,5,98
NCCOc1ccccc1-c1ccccc1,50*,0.0,-2,1,6.8,-1,-12,0,4,101
COc1cc(CNC2CCCC2)c(Br)cc1OC1CCCC1,.,0.5,1,-5,1.4,-4,-16,-5,9,95
COc1ccc(Nc2nc(NCCN3CCOCC3)nc(Nc3ccc(OC)cc3)n2)cc1,-10,-0.3,18,0,-0.3,-1,18,-5,-7,90
CC(C)CCNC(=O)c1cc([N+](=O)[O-])ccc1N1CCOCC1,0,0.1,1,4,0.7,2,4,-6,2,104
COc1cccc(CNC(=O)CC2C(=O)NCCN2Cc2ccoc2)c1OC (centres undefined),-1,-0.2,-2,6,-0.5,5,-4,-5,-1,104
CCCOCC1CC2(SC(=Nc3ccc(C)cc3)NC2=O)C(=O)O1 (centres undefined),2,0.0,4,0,-1.7,3,9,-6,12,95
CCOC(=O)c1sc(S(C)(=O)=O)c2c1CC(C)(C)C/C2=N/O,-3,0.1,-3,4,0.1,0,-4,-20,-1,97
Cc1cc(C)c2cc(C=O)c(Cl)nc2c1,30,-0.5,13,0,2.2,5,7,-5,-27,97
COc1ccc2c(C)cc(SCC(=O)Nc3nsc(-c4ccc(C)cc4)n3)nc2c1,-6,-0.1,1,10,0.8,-1,2,-11,.,107

# Exported with values under each structure: entries from further up.
# Every second line gives: Vif inh | aDG glyco act | Exocytosis inh | HTR2A ag | hiPSC survival | Glyco luc inh | H9c2 protect | CaV13 FRET inh | PDI inh | ABCB6 inh MLPCN
COc1cccc(CNC(=O)CC2C(=O)NCCN2Cc2ccoc2)c1OC (centres undefined)
 : -1 | -0.2 | -2 | 6 | -0.5 | 5 | -4 | -5 | -1 | 104
CCCCCCCCN1C(=O)[C@H](CC(=O)NCCCCc2ccccc2)C[C@@]2(C(=O)OC)CCCCC=C12
 : . | 0.1 | 15 | 0 | 0.4 | . | . | -2 | . | 95

# Continued:
SMILES,Vif inh,aDG glyco act,Exocytosis inh,HTR2A ag,hiPSC survival,Glyco luc inh,H9c2 protect,CaV13 FRET inh,PDI inh,ABCB6 inh MLPCN
CCO[C@@H]1OC(C(=O)Nc2ccccc2)=C[C@H](c2ccc3c(c2)OCO3)[C@H]1CCCO,3,0.0,5,-3,-0.3,0,-2,-10,-4,100
COc1ccc(OC)c(NC(=O)CNC(c2ccccc2)c2ccccc2)c1,-8,0.0,14,-7,-0.4,-4,-8,-18,9,92
O=C1N(CC(=O)N2CCc3ccccc32)CCN1Cc1ccccc1Cl,-2,0.2,2,-1,-1.7,2,-6,.,-4,94
CCN(CC(=O)Nc1cc(Cl)ccc1C)c1ncnc2sc(C)c(C)c12,-8,1.6,1,-4,0.6,-2,-14,-20,0,98
Cc1ccc(C(=O)N2CCN(c3ccc4c(c3)C3CC4CCN3C(=O)OCc3ccccc3)CC2)cc1 (centres undefined),2,-0.1,1,-3,0.8,-2,-6,-7,.,95
CC(NC(=O)c1cccc(S(=O)(=O)N2CCN(Cc3ccccc3)CC2)c1)c1ccc(Br)cc1 (centres undefined),-20,0.0,0,-6,-0.4,-9,-4,-9,-4,91
COc1ccc(S(=O)(=O)N(C)c2ccc(C(=O)NCc3ccncc3)cc2)cc1,1,-0.3,1,1,-0.2,2,-4,-3,-1,100
CCN(c1ccccc1)S(=O)(=O)c1ccc(C(=O)NCc2ccccn2)cc1,-3,-0.1,-2,7,-0.4,-2,9,-6,3,99
CN1CCN(C(=O)CN(C2CCCCC2)S(=O)(=O)c2ccccc2)CC1,-3,0.0,-8,-5,-0.4,3,2,-7,-7,102
COc1ccc(N2C(=O)CC(Nc3cccc([N+](=O)[O-])c3)C2=O)cc1 (centres undefined),17,0.0,-1,1,1.3,-1,0,6,-2,97
Cc1cccc(C)c1OCCSc1n[nH]c(N)n1,2,-0.2,2,-2,-4.2,0,2,-2,-5,101
O=C(O)CCC(=O)NNC(=O)CCCOc1ccc(Cl)cc1Cl,9,-0.3,3,-2,-3.3,1,-3,-2,-9,92
Nc1c(N(CCCO)C(=O)CCCN2C(=O)c3cccc4cccc(c34)C2=O)c(=O)[nH]c(=O)n1Cc1ccccc1,2,0.0,-10,-3,-0.3,3,6,-6,2,98
Cc1cc(NC(=O)CN2CCC(n3nnc4cc(C(F)(F)F)ccc43)CC2)no1,-5,0.0,0,0,-0.5,2,-4,-9,-4,86
O=C(COC(=O)c1nn(CCO)c(=O)c2ccccc12)Nc1ccc(Cl)c(Cl)c1,-2,-0.2,0,2,-0.5,-2,-4,-2,2,93

# Record cards, as listed above:
# Record of COc1cccc(NC(=O)CN(C)C(=O)c2cc(CN3C(=O)c4ccccc4C3=O)ccc2OC)c1 : Vif inh = 0; aDG glyco act = 1.9; Exocytosis inh = -2; HTR2A ag = -7; hiPSC survival = 1.0; Glyco luc inh = 1; H9c2 protect = 6; CaV13 FRET inh = -5; PDI inh = 0; ABCB6 inh MLPCN = 103
# Record of Cc1cc(C)c2cc(C=O)c(Cl)nc2c1 : Vif inh = 30; aDG glyco act = -0.5; Exocytosis inh = 13; HTR2A ag = 0; hiPSC survival = 2.2; Glyco luc inh = 5; H9c2 protect = 7; CaV13 FRET inh = -5; PDI inh = -27; ABCB6 inh MLPCN = 97
# Record of Cc1ccc(CNc2ncnc3c2cnn3C2CCCCO2)cc1 (centres undefined) : Vif inh = 13; aDG glyco act = 0.1; Exocytosis inh = -8; HTR2A ag = 2; hiPSC survival = 3.8; Glyco luc inh = 1; H9c2 protect = 2; CaV13 FRET inh = -9; PDI inh = 3; ABCB6 inh MLPCN = 93
